Bioassay records (PubChem BioAssay)
SENP6 inh = SENP6 protease inhibition | inhibition, % at 10 µM | AID 2599 | hit rate 1.8% among 330,000 | Recombinant SENP6 catalytic domain, aminoluciferin luminescence;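 active means inhibition above about 50% at the single tested dose, limit read from the data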;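 further: plate controls were DMSO wells with enzyme for no effect and DMSO wells lacking enzyme for full effect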
Target sequence (Q9GZR1 628-1112 limits assumed): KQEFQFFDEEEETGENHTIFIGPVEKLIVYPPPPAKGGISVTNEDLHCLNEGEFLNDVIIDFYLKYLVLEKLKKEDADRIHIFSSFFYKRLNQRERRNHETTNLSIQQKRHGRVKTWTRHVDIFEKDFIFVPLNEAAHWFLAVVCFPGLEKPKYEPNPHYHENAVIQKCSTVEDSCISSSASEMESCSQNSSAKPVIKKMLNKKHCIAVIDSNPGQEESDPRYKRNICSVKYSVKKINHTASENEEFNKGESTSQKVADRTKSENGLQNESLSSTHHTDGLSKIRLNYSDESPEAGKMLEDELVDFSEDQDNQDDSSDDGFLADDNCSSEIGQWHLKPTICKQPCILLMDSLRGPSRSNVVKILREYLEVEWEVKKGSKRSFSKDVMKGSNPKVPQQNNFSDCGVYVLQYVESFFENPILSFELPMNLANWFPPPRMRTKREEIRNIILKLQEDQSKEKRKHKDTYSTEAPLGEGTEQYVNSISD
ATG4B inh = ATG4B (human) cysteine protease inhibition | ATG4B cleavage of LC3-PLA2, NBD-HPC fluorescence, 1 h | Q9Y4P1 | hit rate 0.51% among 340,000 | inhibition, % at 8.33 µM | AID 504462; in the data active means inhibition above about 40%
PfG6PD inh = PfG6PD (Plasmodium falciparum) enzyme inhibition; hit rate 0.78% among 350,000; PfGluPho enzyme, NADPH resazurin-diaphorase fluorescence; inhibition, % at 20 µM; AID 504690;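 active means inhibition reaching at least a set limit at 20 µM in the primary screen, cut at about 59% in these data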;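 further: 0% = DMSO wells with substrate and 100% = DMSO wells lacking glucose-6-phosphate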
hIAP activ = increases human intestinal alkaline phosphatase activity; activation factor at 10 µM; hit rate 0.16% among 330,000; purified human IAP, CDP-Star luminescence, 30 min; active compounds read high; 1 = vehicle-only enzyme, 0 = enzyme-free background;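 active means activation factor of the enzyme at least 2-fold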; further: the source names both 10 and 20 µM as test concentration; values of inactives mirror those of a sister screen read the other way
SENP1 inh = SENP1 (human) catalytic domain inhibition | Q9P0U3 | recombinant SENP1 catalytic domain, CyPet-SUMO1-YPet FRET cleavage | inhibition, % at 10 µM | hit rate 0.21% among 360,000 | AID 624204;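 active means inhibition at least 30% at 10 µM, raw YFP signal under a set limit, fluorescence ratio 0.5 to 1.5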;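 further: 0% = enzyme with DMSO and 100% = no enzyme wells; some results filed as inactive read as strong as hits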
Target sequence (Q9P0U3 419-644 limits assumed): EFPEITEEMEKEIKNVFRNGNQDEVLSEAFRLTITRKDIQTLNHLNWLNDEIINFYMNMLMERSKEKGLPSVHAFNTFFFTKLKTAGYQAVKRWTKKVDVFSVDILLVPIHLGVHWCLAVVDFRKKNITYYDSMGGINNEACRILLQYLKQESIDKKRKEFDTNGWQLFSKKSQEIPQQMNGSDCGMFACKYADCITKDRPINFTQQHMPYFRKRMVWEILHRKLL
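Material – human SENP1 catalytic domain · Input – SENP1 enzyme, 20 pM final · Compound dosing – single concentration of 10 µM compound, 0.5% DMSO final · Timing – enzyme reaction for 50 min at room temperature, dark · Measured by – FRET fluorescence in CFP and YFP emission channels · Control set – no-enzyme wells low, DMSO-plus-enzyme wells high control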
MPTP block = permeability transition pore inhibition; isolated mouse mitochondria, Ca2+ swelling absorbance, 30 min; inhibition, % at 10 µM; hit rate 1.4% among 360,000; AID 602449;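 active means inhibition of 50% or more, scaled per plate between neutral and stimulator controls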;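 further: 0% = DMSO wells given calcium and 100% = 1 mM EGTA wells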
SENP8 block = SENP8 (human) protease inhibition. Q96LD8. recombinant SENP8, Nedd8 substrate fluorescence. inhibition, % at 20 µM. hit rate 0.64% among 360,000. AID 602440; in the data active means inhibition mostly above about 40%, no sharp cut-off; inactive means mostly below about 27%
Target sequence (Q96LD8 whole entry, looked up): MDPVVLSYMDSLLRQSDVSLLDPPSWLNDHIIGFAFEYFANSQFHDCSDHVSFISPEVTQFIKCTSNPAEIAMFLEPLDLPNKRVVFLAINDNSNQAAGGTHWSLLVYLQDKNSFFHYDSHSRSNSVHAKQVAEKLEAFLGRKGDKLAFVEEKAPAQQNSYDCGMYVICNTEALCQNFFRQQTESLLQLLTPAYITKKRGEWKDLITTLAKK
NR3A LBD binder = NR3A (human) ligand-binding domain modulation; NR3A LBD differential scanning fluorimetry, Tm shift; 0% = protein alone, 100% = glycine-bound protein; Tm shift relative to glycine control, % at 25 µM; hit rate 2.5% among 340,000; AID 1259313;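 active means melting temperature shift of at least 10% of the positive control shift, at one fixed dose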
The depositor's hits bear a star; . = not tested or not shown. Hits appear at their usual frequency; any-hit rate near 6.7%.

SMILES	SENP6 inh	ATG4B inh	PfG6PD inh	hIAP activ	SENP1 inh	MPTP block	SENP8 block	NR3A LBD binder
COc1ccc(C(=O)NC(C)c2cnn(-c3ccccn3)c2C)o1 (stereo not drawn)	-3.8	-5.9	-11.2	0.964	-0.1	-1.0	0.2	2.1
c1ccc(Cc2nc3ccccc3n2Cc2ccccc2)cc1	-8.1	36.1	-19.4	0.973	0.8	3.2	4.0	-2.3
CCOC(=O)c1c(NC(=O)CSc2nnc(Cc3ccccc3)o2)sc(C)c1C	2.6	-3.0	19.9	0.945	4.5	-7.9	23.1	-0.5
O=C(COC(=O)CCSc1ccccc1Cl)NCc1ccco1	5.2	-9.3	-0.8	1.04	4.3	-0.6	0.9	-1.7
O=C(CN1CCCCC1)Nc1cccc2c1OCO2	-6.3	1.4	-6.2	0.871	1.0	-0.2	20.1	1.4
O=C(Cn1c(=O)oc2cc(S(=O)(=O)N3CCCCC3)ccc21)N1CCc2ccccc2C1	6.9	10.4	-4.9	0.916	2.4	-1.6	7.0	-0.9
COc1ccc2[nH]c(C(=O)NCCCn3ccnc3)cc2c1	11.2	-5.4	4.2	0.946	2.4	0.0	-285.2	0.9
COCCN=C(NS(=O)(=O)c1cccs1)c1ccccc1Cl	-10.7	-1.0	0.5	1	0.6	1.4	15.3	0.2
CCOc1ccc(Cl)cc1S(=O)(=O)N1CCN(c2ccc(F)cc2)CC1	-7.2	-10.4	8.5	1.06	0.4	0.4	19.6	-2.0
COc1ccc(C(=O)OCc2nnc(-c3ccccc3)o2)cc1S(=O)(=O)N1CCOCC1	0.1	-12.2	-10.4	0.944	0.0	-1.3	8.5	-0.4
COCNc1nc(OCC#N)nc(N(C)C)n1	-6.2	1.6	-17.5	1.04	1.9	-1.4	0.7	1.0
O=C(COc1ccc([N+](=O)[O-])cc1)Nc1ccccc1C(=O)NC1CC1	-10.5	12.7	-5.9	0.93	-6.1	-0.5	12.5	.
CCOC(=O)c1sc(=S)n(C)c1N	-4.6	12.3	-4.8	1.05	1.5	-0.5	24.4	1.3
CC(=O)Nc1ccc(-c2cc(-c3ccc(NC(C)=O)cc3)nc(-c3ccccc3)n2)cc1	-20.2	11.0	1.2	0.778	-144.4	6.7	-279.8	.
CC1CN(C(=O)COC(=O)/C=C/c2ccc(C(F)(F)F)cc2)CC(C)O1 (stereo not drawn)	7.7	-11.2	4.2	1.25	-0.2	-1.2	5.5	-0.3
CC(C)(Cc1ccc(O)cc1)NC(=O)CC(=O)N=Nc1c(O)[nH]c2cc(Br)ccc12	-6.7	-14.5	-11.8	1.34	3.2	-0.4	22.4	-1.9
CC(=O)c1cccc(CN2CCc3ccc(NC(=O)C4CCCO4)cc3C2)c1 (stereo not drawn)	2.0	4.2	-2.4	1.19	-1.0	-1.2	-0.5	-1.6
CCN(C(=O)COC(=O)c1cc2c(s1)CCCC2)c1c(N)n(Cc2ccccc2)c(=O)[nH]c1=O	12.8	8.2	-5.8	1.14	-3.2	0.5	-9.8	0.1
O=C1N=C(N2CCOCC2)S/C1=C\c1cccnc1	-8.3	-7.7	8.4	1.18	1.9	-0.8	23.8	2.1
C[C@H](NC(=O)c1[nH]cnc1C(=O)Nc1ccc(Cl)cc1)c1ccccc1	-3.8	-21.0	29.7	1.46	1.0	3.9	9.5	24.4*
COc1cc(C(=O)OCC(=O)N2CCCCC2C)cc(NC(=O)c2cccs2)c1OC (stereo not drawn)	3.3	-8.6	5.5	0.912	-0.8	-3.9	-46.4	-1.2
CCOC(=O)c1ccccc1NS(=O)(=O)c1c(C)nc2sccn2c1=O	-9.3	-6.8	11.5	1.03	1.6	-1.6	7.8	-0.5
COC(=O)c1ccccc1NC(=O)CSc1nnc(C(C)NC(=O)c2ccc(Cl)cc2Cl)n1C (stereo not drawn)	-4.8	-8.1	-11.4	0.98	1.9	7.0	7.4	-1.4
COc1ccc(C(=O)NCc2nnc(SCC(=O)c3ccc(F)cc3)n2C)cc1OC	-11.1	6.2	1.9	1.16	2.2	0.4	4.8	-2.0
N#Cc1ccc(CN2CCN(C(=O)C3CC(=O)N(c4ccc5c(c4)OCCO5)C3)CC2)cc1 (stereo not drawn)	.	.	9.7	.	1.2	0.2	8.0	.
CN(CCO)c1ccc([N+](=O)[O-])cc1C(=O)O	-6.4	-4.9	-5.3	0.918	0.6	-3.0	17.0	-4.1
CCCCCOC(=O)Nc1ccc(S(=O)(=O)Nc2cccc([N+](=O)[O-])c2)cc1	35.1	-2.5	-11.7	1.26	2.1	9.9	8.9	28.2*
CC(=O)N(CCCN(C)C)CCC(C)CCC=C(C)C (stereo not drawn)	2.1	-0.7	-4.5	1.01	2.8	2.2	2.9	-1.1
Cc1ccc(S(=O)(=O)N(CC(=O)NC2CCCCCC2)c2ccccc2F)cc1	-15.7	13.1	-0.1	0.731	2.9	-1.5	5.3	1.0
COc1ccc2cc(CCNC(=O)c3ccc4c(c3)OCO4)c(=O)[nH]c2c1	1.9	2.0	-32.4	0.944	1.8	-0.4	-40.9	-1.3
CC(C)C1C(=O)N(Cc2cn(CC3CCCCC3)nn2)CCS(=O)(=O)N1Cc1ccc(-c2ccccc2)cc1 (stereo not drawn)	.	.	16.0	.	0.1	-0.2	19.8	.
Cc1cc(C)n(-c2nnc3n2N=C(c2c[nH]c4ccccc24)CS3)n1	-8.5	-17.8	-0.7	0.8	-0.9	-1.1	35.4	-0.9
CCOc1ccccc1CN1CCNC(=O)C1CC(=O)NC1CCCCC1 (stereo not drawn)	9.4	-3.5	-0.2	1.02	-1.6	-1.0	-2.1	-2.6
CC(C)(CNc1ccc(C(F)(F)F)cc1[N+](=O)[O-])N1CCOCC1	0.6	0.9	12.2	1.09	0.9	-0.9	16.1	3.5
CCOc1ccc(NS(=O)(=O)c2cccc(C(=O)N(C)Cc3ccco3)c2)cc1	-24.9	-5.0	-0.1	0.806	-1.3	-2.9	8.8	2.5
Cc1ccc(S(=O)(=O)CC(=O)c2cc(C)c(O)c(C)c2)cc1	-6.4	1.7	-16.4	0.971	-0.3	1.8	2.6	1.9
COCCCn1c(C)cc(C(=O)COC(=O)CCc2nc3ccccc3c(=O)[nH]2)c1C	-10.1	-3.9	11.0	1.09	.	.	.	-0.4
COc1ccc(CN2CCNC(=O)C2CC(=O)N(C)Cc2cc(C)no2)cc1OC (stereo not drawn)	13.3	19.3	16.0	0.989	-0.1	-1.8	-10.3	-0.5
COCCCN(C(=O)Nc1ccc(C)c(C)c1)C(C)c1ccccn1 (stereo not drawn)	-5.2	-11.9	2.9	1.02	0.0	-0.3	3.8	1.5
CCc1nonc1NC(=O)c1oc2c(C)c(C)ccc2c1C	-12.4	1.2	9.6	1.26	1.2	-0.6	14.3	-1.9

Complete entries from above.
O=C(Cn1c(=O)oc2cc(S(=O)(=O)N3CCCCC3)ccc21)N1CCc2ccccc2C1 in the list: SENP6 inh = 6.9; ATG4B inh = 10.4; PfG6PD inh = -4.9; hIAP activ = 0.916; SENP1 inh = 2.4; MPTP block = -1.6; SENP8 block = 7.0; NR3A LBD binder = -0.9
CC(C)(CNc1ccc(C(F)(F)F)cc1[N+](=O)[O-])N1CCOCC1 in the list: SENP6 inh = 0.6; ATG4B inh = 0.9; PfG6PD inh = 12.2; hIAP activ = 1.09; SENP1 inh = 0.9; MPTP block = -0.9; SENP8 block = 16.1; NR3A LBD binder = 3.5

Additional records:
SMILES	SENP6 inh	ATG4B inh	PfG6PD inh	hIAP activ	SENP1 inh	MPTP block	SENP8 block	NR3A LBD binder
Cc1ccc(/C=N/c2sc3c(c2C#N)CCC3)s1	78.0*	6.1	2.0	0.971	-16.3	0.4	6.4	2.6
COc1ccccc1CC(=O)NCc1csc(-c2cccs2)n1	-1.2	3.3	23.0	1.06	-5.5	0.7	-207.7	1.9
COC(=O)c1cc(S(=O)(=O)NCC2CCN(Cc3cc(C)ccc3C)CC2)c[nH]1	2.4	-7.5	-4.3	0.767	-0.9	-3.1	12.0	-3.0
CCOC(=O)c1c(C)c(C(=O)NCc2ccccc2OC)c(C)n1C	11.3	-5.9	1.8	1.06	-23.8	1.3	-2.3	0.9
O=C(c1ccccc1Br)N1CCN(c2ncccn2)CC1	3.9	17.1	-7.5	1.04	1.1	0.6	-15.8	-1.1
COc1ccccc1N(CCC#N)C(=O)CSc1ccc2c(c1)OCCO2	-8.9	-3.3	-19.4	0.917	-0.4	3.3	23.2	-1.7
NC(=O)C1CCN(C(=O)c2ccc(Cl)c(S(=O)(=O)NCc3ccco3)c2)CC1	0.1	3.3	-9.7	1.1	-3.1	-1.3	11.3	-1.2
Cc1ccccc1-c1nnc(SC(C)C(=O)NC2CCCC2)o1 (stereo not drawn)	-2.1	3.2	4.4	1.15	-0.4	0.1	3.7	2.3
O=C(COC(=O)c1ccccc1O)NC(=O)c1ccc(OC(F)F)cc1	-13.0	-6.9	3.7	1.17	-2.3	0.2	-92.7	2.3
CN1CCN(C2=C(NS(=O)(=O)c3ccccc3)C(=O)c3ccccc3C2=O)CC1	49.3	-7.5	17.8	1.1	-10.9	0.4	31.1	2.6
O=C(COc1ccc(Cl)cc1Br)NC(=O)NCc1ccccc1	-4.9	-6.0	13.4	0.893	-0.4	6.6	18.1	-6.3
CCCC1NC(=O)c2cccnc2-n2c1nc1cc(F)c(F)cc1c2=O (stereo not drawn)	.	.	-9.8	.	0.9	-0.6	18.7	.
Cc1ccsc1C1C=C(c2cccc(Br)c2)Nc2ncnn21 (stereo not drawn)	-18.6	7.5	-3.2	1.13	10.8	-1.8	-381.2	-3.5
N#CC1=C(N)OC2=C(CCc3ccccc32)C1c1ccccc1 (stereo not drawn)	-13.6	-0.8	7.0	0.86	-66.6	2.8	-302.7	-16.1
O=S(=O)(c1cccc(-c2n[nH]c(=S)o2)c1)N1CCOCC1	10.8	-2.9	15.9	1.05	1.0	1.9	-226.7	0.3
CC(C)(C)n1nc2c(c1NC(=O)c1ccc([N+](=O)[O-])cc1)CS(=O)(=O)C2	-21.2	-11.1	-10.6	1.23	-1.8	1.9	17.4	2.2
CCN(c1cccc2ccccc12)S(=O)(=O)c1ccc(Cl)nc1	1.9	2.5	14.4	0.95	-2.2	1.8	-32.8	-0.1
CC(Oc1ccc2c(-c3ccccc3)cc(=O)oc2c1)C(=O)NCCCN1CCOCC1 (stereo not drawn)	18.4	4.0	-3.8	0.976	-4.3	-1.5	-11.7	-4.1

Not a retest: an excerpt of the list.
SMILES	SENP6 inh	ATG4B inh	PfG6PD inh	hIAP activ	SENP1 inh	MPTP block	SENP8 block	NR3A LBD binder
Cc1ccc(/C=N/c2sc3c(c2C#N)CCC3)s1	78.0*	6.1	2.0	0.971	-16.3	0.4	6.4	2.6
COc1ccccc1CC(=O)NCc1csc(-c2cccs2)n1	-1.2	3.3	23.0	1.06	-5.5	0.7	-207.7	1.9
COC(=O)c1cc(S(=O)(=O)NCC2CCN(Cc3cc(C)ccc3C)CC2)c[nH]1	2.4	-7.5	-4.3	0.767	-0.9	-3.1	12.0	-3.0
CCOC(=O)c1c(C)c(C(=O)NCc2ccccc2OC)c(C)n1C	11.3	-5.9	1.8	1.06	-23.8	1.3	-2.3	0.9
O=C(c1ccccc1Br)N1CCN(c2ncccn2)CC1	3.9	17.1	-7.5	1.04	1.1	0.6	-15.8	-1.1
COc1ccccc1N(CCC#N)C(=O)CSc1ccc2c(c1)OCCO2	-8.9	-3.3	-19.4	0.917	-0.4	3.3	23.2	-1.7
